Compound activity deposited in PubChem BioAssay by several laboratories.
HIF-2a block: blocks HIF-2a reporter activity; 786-0 RCC cells HIF-2a reporter, luciferase luminescence, overnight; inhibition, % at 18.8 µM; 360,000 tested, 0.72% active; AID 624352;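 active means inhibition of the luminescence signal of 40% or more relative to plate controls, in a single-dose primary screen at 18.75 µM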
NR2E3 ag-1: activates human NR2E3 receptor; AID 602229; Q9Y5X4; 360,000 tested, 0.35% active; CHO-S Gal4-NCOR/VP16-NR2E3 two-hybrid, luciferase; inhibition of corepressor binding, % at 3.98 µM;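 active means inhibition above the mean of all tested compounds plus 3 SD, cut at about 70% in these data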;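 further: 0% = DMSO with NR2E3 transfected cells and 100% = cells lacking NR2E3 construct; higher means lower luciferase signal from less NR2E3 corepressor binding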
Target sequence (Q9Y5X4 whole entry, looked up, the tested form may be a part): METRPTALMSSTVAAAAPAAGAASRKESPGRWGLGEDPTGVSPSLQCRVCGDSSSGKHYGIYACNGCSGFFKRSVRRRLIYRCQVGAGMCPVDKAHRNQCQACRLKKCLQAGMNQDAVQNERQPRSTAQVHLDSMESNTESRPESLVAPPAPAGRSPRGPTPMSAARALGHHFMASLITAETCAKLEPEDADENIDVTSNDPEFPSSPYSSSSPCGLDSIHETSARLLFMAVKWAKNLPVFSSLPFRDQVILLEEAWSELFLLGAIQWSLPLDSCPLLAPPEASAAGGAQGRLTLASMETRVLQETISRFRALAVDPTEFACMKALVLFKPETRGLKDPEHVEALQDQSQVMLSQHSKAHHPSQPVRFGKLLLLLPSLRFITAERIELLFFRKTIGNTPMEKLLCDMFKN
TRPM1 prom inh: inhibitors of MITF-driven TRPM1 promoter in melanoma cells; SK-MEL-5 TRPM1 promoter luciferase, 24 h; 330,000 tested, 0.83% active; AID 488899; inhibition, % at 12.5 µM;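 active means mean inhibition across replicates of 60% or more, whatever share of single replicates reaches that level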; further: values of inactives mirror those of a sister screen read the other way
Vif inh: inhibitors of HIV Vif; 340,000 tested, 0.35% active; inhibition, % at 7.49 µM; HEK293T cells, Vif self-association by quenched fluorescence, imaging, 24 h; in the data active means inhibition above about 50%, passing the limit was not always enough; further: some results filed as inactive read as strong as hits
Peg3 promoter: Peg3 promoter activity inhibition; AID 588405; 360,000 tested, 1.7% active; HeLa PEG-Prom luciferase reporter, luminescence, overnight; inhibition, % at 20 µM;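 active means inhibition of at least 50% at 20 µM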
NR2E3 ag-2: NR2E3 (human) agonism. 320,000 tested, 0.12% active. inhibition of corepressor binding, % at 4.78 µM. GST-NR2E3/biotin-RetCOR TR-FRET, 1536-well. AID 2300. Q9Y5X4;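 active means percent inhibition above the cutoff of mean plus 3 SD of all tested compounds, set per screening campaign, cut at about 20% in these data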;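 further: 0% = DMSO wells and 100% = biotin wells as full block of FRET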
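Material: NR2E3–RetCOR corepressor complex | Quantity: 1.35 nM GST-tagged NR2E3 final | Schedule: 5 h at 4 °C | Replication: Singlicate compound wells | Reagent: RetCOR corepressor, biotinylated, 7 nM | Controls: Biotin wells as high control, 0.6% DMSO wells as low control | Signal: TR-FRET, Eu(K)-anti-GST donor, streptavidin-D2 acceptor, ex 340, em 617/671 nm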
CaV13 FRET inh: Primary screen for inhibitors of IQ motif and Ca2+-dependent inactivation inhibitor domain binding in CACNA1D, Förster resonance energy transfer in living cells, …. HEK cells, CFP/YFP FRET ICDI-IQ, plate reader, 10 min; percent FRET-ratio fall versus neutral wells. 340,000 tested, 0.098% active. inhibition, % at 12.3 µM. AID 743397;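 active means mean replicate inhibition of at least 30% and at least 1% of replicates passing that level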;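 further: 0% = median of the neutral control wells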
Shn3 3UTR inh: Schnurri-3 reporter inhibition in Clone20 osteoblasts. Clone20 osteoblast Shn3 3'UTR firefly luciferase, 24 h. AID 588674. 360,000 tested, 0.52% active. inhibition, % at 12.5 µM;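 active means mean inhibition of at least 75% with every replicate also reaching 75%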;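 further: 0% = median of neutral control wells and 100% = pilot-screen positive control compound; some compounds past the cut are filed as inactive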
CF NFkB block: blocks PAF-induced NF-kB reporter in cystic fibrosis cells. 360,000 tested, 0.86% active. inhibition, % at 5 µM. KKLEB NF-kB-GFP reporter, GFP fluorescence overnight. AID 588850;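 active means at least 50% inhibition at 5 µM, scaled per plate between neutral and stimulator controls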;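 further: PAF is a Pseudomonas aeruginosa culture filtrate used as stimulus; plate controls were PAF-stimulated DMSO wells for no effect and unstimulated DMSO wells for full effect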
PDI turbidity: PDI (human) enzyme inhibition; inhibition, % at 10 µM; 350,000 tested, 0.052% active; PDI insulin aggregation turbidity, A650, 90 min; P07237;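 active means mean inhibition across replicates of 30% or more, whatever share of single replicates reach that level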;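 further: absorbance from insulin aggregation driven by PDI reduction with DTT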
Target sequence (P07237 whole entry, looked up): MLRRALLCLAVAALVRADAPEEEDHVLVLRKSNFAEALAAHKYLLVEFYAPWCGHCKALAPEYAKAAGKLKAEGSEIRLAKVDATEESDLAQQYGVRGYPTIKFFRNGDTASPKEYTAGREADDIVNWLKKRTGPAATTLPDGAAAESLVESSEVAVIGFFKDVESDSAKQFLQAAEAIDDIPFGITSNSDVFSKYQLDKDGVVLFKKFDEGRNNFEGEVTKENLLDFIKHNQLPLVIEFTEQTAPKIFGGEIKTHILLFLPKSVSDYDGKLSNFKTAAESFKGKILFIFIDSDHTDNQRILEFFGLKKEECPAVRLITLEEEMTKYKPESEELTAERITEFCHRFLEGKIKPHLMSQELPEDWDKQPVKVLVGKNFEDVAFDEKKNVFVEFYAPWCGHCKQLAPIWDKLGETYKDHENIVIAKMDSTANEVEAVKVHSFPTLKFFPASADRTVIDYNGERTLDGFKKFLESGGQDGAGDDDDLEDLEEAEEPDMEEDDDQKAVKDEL
KKLEB tox: reduces viability of KKLEB cystic fibrosis airway cells; activity change (cytotoxicity), % at 5 µM; 360,000 tested, 0.36% active; KKLEB CF airway cells viability, ATPlite luminescence, overnight; hits give low values; cells stimulated with P. aeruginosa culture filtrate;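 active means corrected activity change at or below -50% at 5 µM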
* = called active by the depositor; · = not tested or not shown.

SMILES	HIF-2a block	NR2E3 ag-1	TRPM1 prom inh	Vif inh	Peg3 promoter	NR2E3 ag-2	CaV13 FRET inh	Shn3 3UTR inh	CF NFkB block	PDI turbidity	KKLEB tox
Cc1cc(C)cc(N(CCC#N)C(=O)COC(=O)C2CCN(c3ccc(C(F)(F)F)cn3)CC2)c1	2.2	-2.5	4.9	-2.3	22.7	-0.3	·	-14.6	20.4	-5.8	0.5
COc1ccc(Nc2nc(C)c(-c3ccccc3)s2)cc1	-277.5	-84.7	-62.0	-1.5	-336.5	-0.2	-5.1	-13.5	11.5	-4.1	1.4
CN(C)C(=S)NC1CCS(=O)(=O)C1 (configuration not stated)	8.5	-4.0	-2.8	-1.3	4.2	-0.2	10.6	-12.7	1.8	-1.2	-0.7
O=C(c1cccn(Cc2cccc(Cl)c2)c1=O)N1CCOCC1	20.1	-17.0	12.2	0.3	-9.8	-1.1	-2.8	-24.9	3.7	-2.9	-18.1
O=c1c2cn(Cc3ccc(F)cc3)c3ccccc3c-2nn1Cc1ccc(F)cc1	9.3	-9.0	16.6	-12.4	2.7	·	-4.1	-4.0	-9.0	1.2	1.8
CCCCN1CC(COCc2ccccc2)Oc2cccc(Oc3ccc(F)cc3)c2S1(=O)=O (configuration not stated)	11.3	-11.9	12.5	-5.4	4.8	·	-5.0	43.9	10.5	-5.9	-0.3
COc1ccc(-n2nnnc2SCC(=O)Nc2c(C)n[nH]c2C)cc1	-3.1	10.7	10.5	15.2	-7.4	·	-9.2	23.4	-5.9	-0.1	10.9
O=C(NCCCc1ccccc1)c1cccs1	-135.6	-26.7	-57.4	·	-95.0	-0.1	-7.5	-12.0	1.9	-2.0	4.4
O=C(NCc1cccs1)NC1CCCCC1	-96.4	13.1	-16.3	8.2	-43.5	1.3	-1.4	-10.7	0.4	5.5	3.0
N#Cc1ncc(Cc2ccccc2)nc1C#N	28.0	22.9	9.2	-7.6	29.8	0.0	-6.3	-8.2	-14.5	1.1	12.2
CCOCCCNC(=O)Cn1ncc2c(=O)oc3ccccc3c21	8.0	-16.4	·	-3.5	6.5	-2.0	-3.9	-3.1	3.8	·	-1.2
COc1ccc(N/C(N)=N/c2nc(C)cc(C)n2)cc1	-7.9	-1.1	·	·	4.7	·	-5.4	14.0	-31.6	1.6	-0.3
Cc1cccc(C)c1NC(=O)C1C2C=CC(C2)C1C(=O)NCc1ccccn1 (configuration not stated)	12.8	-1.7	9.4	2.5	16.9	-0.1	-7.7	-4.2	-1.3	-7.1	10.3
CC(C)CCNC(=O)COC(=O)c1cc(Br)c(Br)s1	14.0	-33.2	-3.6	-3.1	13.2	0.5	-4.0	-4.0	12.6	-1.4	-4.4
CN1C(=S)SC(C)(C)C1N(O)C(=O)Nc1ccc(Cl)cc1 (configuration not stated)	-50.8	-14.0	-4.9	-0.3	-30.1	1.1	-6.9	5.9	8.6	-3.7	-4.5
CCCn1c(CCC(=O)O)ccc1-c1ccccc1	5.4	-4.8	-12.1	-3.4	-4.7	1.7	-10.3	7.5	12.9	8.5	6.5
CCCCNS(=O)(=O)c1ccc(OC)c(C)c1	14.8	-28.8	-1.0	20.4	3.7	-1.4	-4.8	3.9	-2.0	-4.7	-0.9
COc1cccc(/C=N/Nc2ncc(C)c(=O)[nH]2)c1OC	-15.7	2.6	-14.7	2.5	-12.3	-0.1	-20.1	-37.8	-3.8	3.5	-0.5
Cn1c(CN2CCCC2)nc2cc(NC(=O)c3ccc(Cl)cc3)ccc21	-151.2	-52.7	-22.4	21.2	-168.9	3.6	-1.9	-20.7	-9.5	-0.7	-0.2
O=C(Nc1ccc(F)cc1F)c1c(C(F)(F)F)ccnc1Oc1ccccc1	13.2	-9.1	·	0.5	-3.5	-3.0	-20.2	0.6	-22.6	13.1	1.3
CCOc1ccc(NC(=O)CN(C)C(=O)c2cc([N+](=O)[O-])ccc2Sc2ccccc2)cc1OCC	5.4	-22.7	-11.2	-3.8	20.9	·	-6.5	0.6	6.8	-1.4	3.0
Brc1ccc(C2=CC(c3ccco3)n3nnnc3N2)cc1 (configuration not stated)	-23.8	-4.8	-2.6	-1.3	-31.0	1.9	-4.6	-28.2	9.3	-10.6	-0.1
CC(=O)c1cccc(NC(=O)c2ccncc2)c1	-6.8	-36.2	-0.1	0.3	4.6	-2.5	-9.3	-24.1	-0.8	15.6	1.1
CCCCCCCCCCCCCCCC(=O)NCCO	2.3	4.1	6.5	-4.5	16.6	6.5	-5.3	0.4	12.7	3.1	10.5
Cc1cc(/C=N/NC(N)=S)c(C)n1-c1ccc(Br)cc1	-6.1	-32.5	8.4	7.6	19.6	-0.3	-2.1	5.5	-17.5	1.2	9.5

Three structures already listed, sorted by molecular weight, smallest number first.
SMILES	HIF-2a block	NR2E3 ag-1	TRPM1 prom inh	Vif inh	Peg3 promoter	NR2E3 ag-2	CaV13 FRET inh	Shn3 3UTR inh	CF NFkB block	PDI turbidity	KKLEB tox
CC(=O)c1cccc(NC(=O)c2ccncc2)c1	-6.8	-36.2	-0.1	0.3	4.6	-2.5	-9.3	-24.1	-0.8	15.6	1.1
COc1ccc(Nc2nc(C)c(-c3ccccc3)s2)cc1	-277.5	-84.7	-62.0	-1.5	-336.5	-0.2	-5.1	-13.5	11.5	-4.1	1.4
Cc1cc(/C=N/NC(N)=S)c(C)n1-c1ccc(Br)cc1	-6.1	-32.5	8.4	7.6	19.6	-0.3	-2.1	5.5	-17.5	1.2	9.5

Further structures:
SMILES	HIF-2a block	NR2E3 ag-1	TRPM1 prom inh	Vif inh	Peg3 promoter	NR2E3 ag-2	CaV13 FRET inh	Shn3 3UTR inh	CF NFkB block	PDI turbidity	KKLEB tox
COc1cc(C(=O)Nc2ccc3c(c2)C(=O)c2ccccc2C3=O)cc(OC)c1OC	2.1	-9.7	2.0	-1.9	-15.8	-1.3	-6.2	14.2	-7.1	-5.6	10.6
CCOC(=O)c1cc(C)[nH]c(=S)c1C#N	5.4	-6.8	-5.3	-1.3	3.2	0.7	·	4.9	-1.7	-0.1	13.0
CC(C)CN(C(=O)COC(=O)CCC(=O)c1ccc(F)cc1)c1c(N)n(Cc2ccccc2)c(=O)[nH]c1=O	16.6	18.0	4.7	-14.3	1.9	0.3	-3.4	-26.1	25.1	9.7	-6.8
Cc1cc2ccccc2n2c(SCC(=O)Nc3ccc(S(=O)(=O)N4CCCCC4)cc3)nnc12	4.6	6.6	5.0	-0.3	11.2	-1.1	-16.5	13.0	-9.1	1.4	-6.8
c1ccc2c(c1)Cc1cc3ccccc3nc1-2	-170.5	-127.6	-57.7	-0.8	-266.8	3.2	-5.1	-60.4	-27.8	-4.6	-9.9
CSc1nc2nc(-c3cccc(C(F)(F)F)c3)ccn2n1	2.1	8.4	0.9	-2.6	-0.9	-0.2	-0.1	-3.3	1.4	0.3	-7.5
CCOC(=O)C1(Cc2cccc(F)c2)CCN(Cc2c(C)nn(CC)c2C)CC1	8.7	-8.5	-3.5	-1.9	6.0	2.6	0.0	47.0	8.2	0.9	4.2
Cc1ccc(Cl)c(NC(=O)CCl)c1Cl	17.6	-19.0	18.2	12.2	23.0	6.9	-0.5	-18.2	-1.4	-7.7	-5.7
COC(=O)Cc1ccc(OCC(=O)Nc2ccc(OC(F)(F)F)cc2)cc1	17.5	-14.2	-1.8	-3.7	7.4	0.6	-3.1	15.5	6.1	7.3	-5.8
O=C(c1ccc(COc2ccc3c(c2)CCC3)o1)N1CCN(c2ccccc2)CC1	-101.3	-170.5	1.4	-13.4	-95.0	0.6	-7.5	-19.6	3.6	-0.4	-13.3
COc1cc(CNCc2ccccc2)cc(Cl)c1OC	-9.9	4.0	-9.5	8.7	3.7	0.6	-6.6	-14.2	-3.7	-4.3	3.0
CCCCn1c(N)c(N(CC(C)C)C(=O)c2cccc(S(=O)(=O)N(CC)c3ccccc3)c2)c(=O)[nH]c1=O	6.3	-11.6	-0.9	15.6	11.3	·	-4.9	2.1	6.0	-3.8	2.2
COc1ccc(NC(=O)c2ccccc2Oc2ccccc2)c(OC)c1	-8.7	-28.8	-3.9	5.2	29.7	7.0	-4.4	-12.7	6.7	-3.2	-2.0
COc1ccccc1NC(=O)c1sc2nc(N3CCOCC3)c3c(c2c1N)CCCC3	-7.7	-29.8	-32.8	2.5	5.8	3.4	-5.0	-5.7	24.7	-4.9	-22.9
Cc1noc(C)c1C(=O)OCC(=O)N(C)C1CCS(=O)(=O)C1 (configuration not stated)	0.5	-20.3	-16.5	-6.1	-8.2	-1.0	-2.0	-2.6	1.6	-3.9	-3.5
NCCc1c(-c2ccccc2)n(-c2ccccc2)c2ccccc12	7.5	-13.1	44.0	-4.4	106.8*	·	-9.2	36.4	16.7	6.3	-13.9
CN(CC(=O)NCc1ccccn1)S(=O)(=O)c1ccc2ccccc2c1	5.4	2.2	8.7	2.6	20.0	1.1	-6.3	19.1	10.1	-6.6	-1.8
CC(=O)NC(CC(=O)N1CCN(C(C)=O)CC1)c1ccccc1 (configuration not stated)	7.2	-0.7	3.6	10.9	-5.3	-2.7	-2.5	1.4	-4.1	-0.9	-0.2
CC(C)Nc1cc(C(C)(C)C)nc2c(-c3ccccc3)cnn12	-237.4	-81.4	-75.2	13.7	-122.7	1.9	-2.4	-24.4	20.2	2.0	-15.2
Cc1ccc(C2=C/C(=C/c3cccs3)C(=O)O2)cc1	-123.6	-19.0	-25.8	0.1	-53.2	-2.3	-12.0	-27.5	-6.5	-0.4	-0.1
Cn1cnnc1SCC(=O)Nc1cc(S(=O)(=O)N2CCCCCC2)ccc1Cl	7.6	-17.5	7.9	6.4	8.4	0.3	-18.3	-1.7	7.5	-1.6	5.4
COc1ccccc1C(=O)Nc1ccnn1C1CCN(Cc2cnn(C)c2C)CC1	15.9	-8.6	-2.5	-1.6	3.4	1.4	-6.8	6.1	2.2	-2.9	22.7
CC(=O)Oc1ccc(C(=O)O)cc1OC(C)=O	15.2	-1.9	11.3	-4.4	-10.4	5.7	-8.3	-3.8	21.2	-1.5	-7.2
COc1ccc(NC(=O)NCCCN2CCN(c3ccccc3F)CC2)cc1	8.8	-12.5	-2.5	-4.1	0.0	-2.0	-16.5	-5.8	4.3	10.5	6.3
CCOc1ccc(C(=O)OCC(=O)NC(C)C)cc1	-1.7	-8.1	-14.7	3.1	-0.2	4.0	-15.4	-6.6	-1.4	-3.6	2.8
Cc1nc(-c2ccccc2Cl)sc1C(=O)/C=C/N(C)C	-207.4	-14.1	-55.0	-3.9	-189.2	-1.8	-3.5	-36.6	-9.8	10.6	7.7
O=c1[nH]c(=O)c2cc3ccccc3nc2[nH]1	-12.4	7.0	8.9	-7.0	-0.3	·	-6.2	14.6	-52.0	-11.4	6.2

The order is random; about 3.3% have a hit in one of these screens.
